AGP1 TOR yeast: yeast TOR pathway AGP1-GFP modulation | S. cerevisiae AGP1-GFP multiplex flow cytometry, 3 h; GFP as percent of DMSO wells | GFP response vs DMSO, % at 10 µM | hit rate 0.02% among 320,000;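 active = GFP response relative to DMSO above a set limit, near screen average plus 3 SD, cut at about 150% in these data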;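 note: median GFP channel fluorescence of the gated AGP1 strain per well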
CIT2-GFP yeast: modulators of TOR pathway CIT2-GFP in S. cerevisiae; S. cerevisiae CIT2-GFP strain, flow cytometry, 3 h; 100 means same as DMSO wells; hit rate 0.065% among 320,000; GFP response vs DMSO, % at 10 µM;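 active = GFP response relative to DMSO above a set limit, near the screen mean plus 3 SD, cut at about 150% in these data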;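 note: ratio of well median GFP fluorescence to mean of DMSO wells on the plate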
LAP4 TOR yeast: alters LAP4-GFP fluorescence in TOR pathway yeast screen; S. cerevisiae LAP4-GFP multiplex, flow cytometry GFP, 3 h; median GFP as percent of DMSO wells; GFP response vs DMSO, % at 10 µM; hit rate 0.34% among 320,000; AID 2023;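 active = GFP response vs DMSO above a set limit, about the screen mean plus 3 SD, cut at about 150% in these data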
AHR act: activators of human aryl hydrocarbon receptor | P35869 | AHR-responsive luciferase reporter cells, luminescence | activation, % at 5 µM | hit rate 2.5% among 320,000 | AID 2796; in the data active = activation above about 47%;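 note: 0% = vehicle wells and 100% = reference agonist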
Target sequence (P35869 whole entry, looked up): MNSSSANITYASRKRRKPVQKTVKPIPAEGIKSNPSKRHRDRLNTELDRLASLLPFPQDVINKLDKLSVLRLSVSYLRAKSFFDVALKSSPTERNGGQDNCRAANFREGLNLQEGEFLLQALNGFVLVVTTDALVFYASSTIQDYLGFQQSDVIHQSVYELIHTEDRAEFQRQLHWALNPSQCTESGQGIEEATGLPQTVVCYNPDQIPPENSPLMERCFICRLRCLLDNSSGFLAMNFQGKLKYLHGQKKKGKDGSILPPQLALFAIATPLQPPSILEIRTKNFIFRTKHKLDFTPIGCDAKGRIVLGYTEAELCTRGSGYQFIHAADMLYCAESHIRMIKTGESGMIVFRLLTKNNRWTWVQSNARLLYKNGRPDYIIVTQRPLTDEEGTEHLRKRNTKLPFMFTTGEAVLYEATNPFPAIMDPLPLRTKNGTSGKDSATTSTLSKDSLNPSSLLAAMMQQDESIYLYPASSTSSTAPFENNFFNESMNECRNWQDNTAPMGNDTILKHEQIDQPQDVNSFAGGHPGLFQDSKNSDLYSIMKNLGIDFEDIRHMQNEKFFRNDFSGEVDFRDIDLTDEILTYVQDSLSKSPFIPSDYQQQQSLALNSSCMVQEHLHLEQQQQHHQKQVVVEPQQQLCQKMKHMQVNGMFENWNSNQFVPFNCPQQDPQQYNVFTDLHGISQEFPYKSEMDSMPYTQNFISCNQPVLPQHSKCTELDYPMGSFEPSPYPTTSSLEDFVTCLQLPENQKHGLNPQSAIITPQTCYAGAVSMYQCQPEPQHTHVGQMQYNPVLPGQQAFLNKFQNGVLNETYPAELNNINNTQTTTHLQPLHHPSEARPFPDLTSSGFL
Efflux pump inh: inhibitors of Candida antifungal efflux pumps expressed in yeast; S. cerevisiae Candida pump triplex, Nile Red efflux; inhibition, % at 10 µM; hit rate 0.44% among 330,000; AID 485275;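 active = plate passing quality check with inhibition over a set limit, or well fluorescence over plate mean plus 4 SD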;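 note: Nile Red retained in pooled yeast measured as flow cytometry median fluorescence; 0% = buffer negative control and 100% = Enniatin B positive control; higher means more Nile Red kept so more efflux inhibition; some compounds called inactive have numbers as strong as hits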
MEP2 TOR yeast: modulators of TOR pathway MEP2-GFP in S. cerevisiae | S. cerevisiae MEP2-GFP strain, flow cytometry GFP, 3 h; 100% = DMSO control level | GFP response vs DMSO, % at 10 µM | hit rate 0.51% among 330,000;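 active = GFP response versus DMSO above a set limit, roughly screen mean plus 3 SD, cut at about 180% in these data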;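 note: median GFP fluorescence of the barcode-gated MEP2-GFP cells per well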
Yeast superoxide: yeast age-related superoxide inhibition as caloric restriction mimetic; S. cerevisiae aged cells, superoxide DHE fluorescence; hits give low values; superoxide response (% of plate mean), % at 10 µM; hit rate 0.18% among 330,000; AID 2690;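 active = superoxide response under a set limit, about three screen SD below normal, cut at about 65% in these data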;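 note: yeast aged for seven days with compound at 30 °C before DHE staining; 100% = average MFI of all compound-treated wells on the plate with controls excluded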
RPL19A TOR yeast: alters RPL19A-GFP fluorescence in TOR pathway yeast screen. S. cerevisiae RPL19A-GFP strain, flow cytometry, 3 h; hits give low values. percent response vs DMSO, % at 10 µM. hit rate 0.3% among 330,000. AID 2025;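 active = percent response vs DMSO below 50%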;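 note: median channel GFP fluorescence of the barcoded RPL19A-GFP strain; ratio of sample median GFP to plate DMSO average so 100% = DMSO; lower means less RPL19A-GFP as with rapamycin TOR inhibition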
An asterisk follows results filed as active. Outcome played no part in choosing rows; 3.9% or so of the library scored in one or more.

`COC(=O)[C@]1(C)N[C@H](CN(C)S(=O)(=O)c2ccccc2)[C@@H]2C(=O)N(Cc3ccccc3)C(=O)[C@@H]21` gave AGP1 TOR yeast 105.2, CIT2-GFP yeast 112.8, LAP4 TOR yeast 99.2, AHR act 0.6, Efflux pump inh -0.3, MEP2 TOR yeast 102.6, Yeast superoxide 98.4 and RPL19A TOR yeast 107.2.
Screening Cc1ccc(C(=O)Nc2ccccc2-c2ccccc2)cc1[N+](=O)[O-] returned AGP1 TOR yeast 99.9, CIT2-GFP yeast 99.3, LAP4 TOR yeast 100.0, AHR act 8.8, Efflux pump inh 0.0, MEP2 TOR yeast 109.8, Yeast superoxide 111.7 and RPL19A TOR yeast 100.5.
For O=C(C1CCN(c2ncnc3c2nc2n3CCCCC2)CC1)N1CCN(c2ccccc2F)CC1 the results were AGP1 TOR yeast 98.3, CIT2-GFP yeast 98.6, LAP4 TOR yeast 104.9, AHR act 0.7, Efflux pump inh -0.1, MEP2 TOR yeast 96.6, Yeast superoxide 115.3 and RPL19A TOR yeast 99.5.
CCOc1cc(/C=N/N2C(=O)NC3(CCCCC3)C2=O)cc(Br)c1O was read as AGP1 TOR yeast 95.4, CIT2-GFP yeast 84.7, LAP4 TOR yeast 135.2, AHR act -0.3, Efflux pump inh 0.0, MEP2 TOR yeast 107.6, Yeast superoxide 101.5 and RPL19A TOR yeast 91.3.
Screening CCN(CCCNC(=O)C1CCN(S(=O)(=O)N2CCC3(CC2)OCCO3)CC1)c1ccccc1 returned AGP1 TOR yeast 107.5, CIT2-GFP yeast 105.2, LAP4 TOR yeast 91.3, AHR act -0.5, Efflux pump inh -0.1, MEP2 TOR yeast 106.9, Yeast superoxide 75.0 and RPL19A TOR yeast 98.8.
C=CCNc1oc(-c2ccc(OCC)cc2)nc1C#N was read as AGP1 TOR yeast 95.0, CIT2-GFP yeast 84.8, LAP4 TOR yeast 114.0, AHR act 3.7, Efflux pump inh 0.0, MEP2 TOR yeast 97.0, Yeast superoxide 113.7 and RPL19A TOR yeast 94.7.
COc1cc2cc(C(=O)NCCc3ccccc3)[nH]c2cc1OC was read as AGP1 TOR yeast 99.8, CIT2-GFP yeast 101.0, LAP4 TOR yeast 94.7, Efflux pump inh 0.0, MEP2 TOR yeast 108.7, Yeast superoxide 88.3 and RPL19A TOR yeast 107.6.
`NC(=O)C1CCN(C(=O)CCC(=O)c2ccc(Br)cc2)CC1` gave AGP1 TOR yeast 101.9, CIT2-GFP yeast 92.7, LAP4 TOR yeast 100.4, AHR act -1.9, Efflux pump inh 0.2, MEP2 TOR yeast 98.6, Yeast superoxide 109.7 and RPL19A TOR yeast 100.5.
Screening COCC1CCN(Cc2c(C(=O)N3CCc4ccccc4C3)nc3ccc(Cl)cn23)C1 (stereo not drawn) returned AGP1 TOR yeast 91.6, CIT2-GFP yeast 110.8, LAP4 TOR yeast 71.1, Efflux pump inh 0.0, MEP2 TOR yeast 101.0, Yeast superoxide 95.7 and RPL19A TOR yeast 109.5.
Screening O=C(Nc1ccccc1C(=O)O)c1ccc(N2C(=O)C3CC=CCC3C2=O)cc1 (stereo not drawn) returned AGP1 TOR yeast 101.0, CIT2-GFP yeast 106.9, LAP4 TOR yeast 99.9, AHR act 3.2, Efflux pump inh -0.1, MEP2 TOR yeast 100.7, Yeast superoxide 70.5 and RPL19A TOR yeast 97.8.
`CCOC(=O)c1cnc2c(OC)cccc2c1N1CCN(c2ccccc2OC)CC1` gave AGP1 TOR yeast 93.7, CIT2-GFP yeast 101.3, LAP4 TOR yeast 81.1, AHR act 16.5, Efflux pump inh 0.3, MEP2 TOR yeast 97.9, Yeast superoxide 90.9 and RPL19A TOR yeast 96.9.
`COCCC1CCCCN1C(=O)c1ccc(OC2CCN(C(C)=O)CC2)c(OC)c1` (stereo not drawn) gave AGP1 TOR yeast 89.9, CIT2-GFP yeast 95.3, LAP4 TOR yeast 86.4, AHR act -1.3, Efflux pump inh 0.2, MEP2 TOR yeast 105.4, Yeast superoxide 98.2 and RPL19A TOR yeast 99.2.
For Cn1c(Cl)cnc1C(O)(c1ccccc1)c1ccccc1 the results were AGP1 TOR yeast 99.8, CIT2-GFP yeast 92.9, LAP4 TOR yeast 87.1, AHR act -0.5, Efflux pump inh 0.0, MEP2 TOR yeast 89.1, Yeast superoxide 111.4 and RPL19A TOR yeast 91.4.
CC(C)CNC(=O)COC(=O)Cc1ccc(Cl)cc1 was read as AGP1 TOR yeast 106.5, CIT2-GFP yeast 103.0, LAP4 TOR yeast 95.5, AHR act -0.8, Efflux pump inh -0.1, MEP2 TOR yeast 105.4, Yeast superoxide 92.4 and RPL19A TOR yeast 99.7.
`COC(=O)CCC(=O)NC1CC(C)(C)Cc2c1cnn2-c1ccc(F)cc1` (stereo not drawn) gave AGP1 TOR yeast 98.9, CIT2-GFP yeast 97.1, LAP4 TOR yeast 84.7, AHR act 1.4, Efflux pump inh 0.1, MEP2 TOR yeast 98.9, Yeast superoxide 98.4 and RPL19A TOR yeast 104.1.
COc1cc(NC(=O)c2nnn(Cc3ccc(SC)cc3)c2N)cc(OC)c1 was read as AGP1 TOR yeast 103.5, CIT2-GFP yeast 103.3, LAP4 TOR yeast 109.7, AHR act 16.5, Efflux pump inh -0.1, MEP2 TOR yeast 104.8, Yeast superoxide 99.6 and RPL19A TOR yeast 102.1.
`Cc1ccc(/C=N/NC(=O)Cn2nc(C)c([N+](=O)[O-])c2C)o1` gave AGP1 TOR yeast 100.7, CIT2-GFP yeast 102.3, LAP4 TOR yeast 105.1, AHR act -0.6, Efflux pump inh -0.1, MEP2 TOR yeast 101.3, Yeast superoxide 97.1 and RPL19A TOR yeast 94.1.
`Cc1ccc(Cl)c(OCC(=O)Nc2ccc(S(=O)(=O)NC3=NCCCCC3)cc2)c1` gave AGP1 TOR yeast 100.8, CIT2-GFP yeast 84.4, LAP4 TOR yeast 98.1, AHR act -3.6, Efflux pump inh 0.0, MEP2 TOR yeast 91.5, Yeast superoxide 103.3 and RPL19A TOR yeast 97.0.
Screening O=C(CN1C(=O)NC2(CCCc3ccccc32)C1=O)NCCc1ccc(F)cc1 (stereo not drawn) returned AGP1 TOR yeast 105.7, CIT2-GFP yeast 103.7, LAP4 TOR yeast 92.2, AHR act 0.4, Efflux pump inh -0.3, MEP2 TOR yeast 100.0, Yeast superoxide 87.4 and RPL19A TOR yeast 106.7.
CC1C(=O)Nc2ccc(S(=O)(=O)N3CCc4ccccc4C3)cc2NC1=O (stereo not drawn) was read as AGP1 TOR yeast 102.7, CIT2-GFP yeast 104.1, LAP4 TOR yeast 100.4, AHR act 5.1, Efflux pump inh -7.3, MEP2 TOR yeast 94.3, Yeast superoxide 110.2 and RPL19A TOR yeast 107.7.
For Fc1ccc(-n2nnnc2-c2ccccc2Cl)cc1 the results were AGP1 TOR yeast 106.4, CIT2-GFP yeast 103.9, LAP4 TOR yeast 100.8, AHR act -0.5, Efflux pump inh 0.7, MEP2 TOR yeast 103.2, Yeast superoxide 108.7 and RPL19A TOR yeast 101.3.
`CCOc1cc(S(=O)(=O)NCc2ccncc2)ccc1Cl` gave AGP1 TOR yeast 97.0, CIT2-GFP yeast 89.9, LAP4 TOR yeast 103.6, AHR act -5.3, Efflux pump inh 0.0, MEP2 TOR yeast 95.9, Yeast superoxide 98.6 and RPL19A TOR yeast 94.5.
Screening O=c1[nH]cnc2c1cnn2Cc1ccccc1 returned AGP1 TOR yeast 95.4, CIT2-GFP yeast 94.0, LAP4 TOR yeast 93.9, AHR act -1.6, Efflux pump inh 0.0, MEP2 TOR yeast 104.3, Yeast superoxide 108.1 and RPL19A TOR yeast 97.9.
Cc1ccc(-c2nnc(Nc3ccc4c(c3)OCO4)c3ccccc23)cc1S(=O)(=O)NCCO was read as AGP1 TOR yeast 97.8, CIT2-GFP yeast 105.4, LAP4 TOR yeast 89.8, AHR act 37.3, Efflux pump inh 12.7*, MEP2 TOR yeast 97.2, Yeast superoxide 103.2 and RPL19A TOR yeast 98.9.
Screening N#CC1=C(N)N(c2ccc(Oc3ccccc3)cc2)C(=O)C1 returned AGP1 TOR yeast 104.1, CIT2-GFP yeast 106.1, LAP4 TOR yeast 102.3, AHR act -5.6, Efflux pump inh -0.1, MEP2 TOR yeast 107.5, Yeast superoxide 100.6 and RPL19A TOR yeast 98.4.
`CC12CC(O)C3c4ccc(O)cc4CCC3C1CC/C2=N\O` (stereo not drawn) gave AGP1 TOR yeast 100.3, CIT2-GFP yeast 102.3, LAP4 TOR yeast 89.2, AHR act -1.4, Efflux pump inh 0.0, MEP2 TOR yeast 99.5, Yeast superoxide 97.8 and RPL19A TOR yeast 102.3.
CCOC(=O)Cc1csc(NC(=O)c2c(C)noc2C)n1 was read as AGP1 TOR yeast 100.1, CIT2-GFP yeast 103.9, LAP4 TOR yeast 125.3, AHR act 15.7, Efflux pump inh 0.1, MEP2 TOR yeast 152.4, Yeast superoxide 104.1 and RPL19A TOR yeast 104.2.
For Cc1ccc2nc(SCC(=O)N3CC(C)OC(C)C3)nc(=O)n2c1 (stereo not drawn) the results were AGP1 TOR yeast 117.3, CIT2-GFP yeast 98.7, LAP4 TOR yeast 125.6, AHR act -2.9, Efflux pump inh -0.1, MEP2 TOR yeast 103.4, Yeast superoxide 87.5 and RPL19A TOR yeast 100.0.
Cn1c(=O)oc2cc(S(=O)(=O)NC3CCCCCCC3)ccc21 was read as AGP1 TOR yeast 96.9, CIT2-GFP yeast 93.3, LAP4 TOR yeast 93.8, AHR act 2.7, Efflux pump inh 0.2, MEP2 TOR yeast 92.6, Yeast superoxide 111.8 and RPL19A TOR yeast 97.2.
Screening COC(=O)c1ccccc1NC(=O)Cn1cc(Br)cn1 returned AGP1 TOR yeast 119.2, CIT2-GFP yeast 108.9, LAP4 TOR yeast 111.1, AHR act -1.0, Efflux pump inh 0.0, MEP2 TOR yeast 111.6, Yeast superoxide 100.6 and RPL19A TOR yeast 103.9.
`COc1ccc(-c2nc3c4ccccc4[nH]c(=O)n3n2)cc1` gave AGP1 TOR yeast 109.0, CIT2-GFP yeast 105.3, LAP4 TOR yeast 100.7, AHR act 111.7*, Efflux pump inh -0.1, MEP2 TOR yeast 108.8, Yeast superoxide 101.5 and RPL19A TOR yeast 100.1.
CN1CCN(CCCNC(=O)C2CC(=O)N(C3CCCCC3)C2)CC1 (stereo not drawn) was read as AGP1 TOR yeast 101.8, CIT2-GFP yeast 98.8, LAP4 TOR yeast 104.7, AHR act -0.5, Efflux pump inh -0.1, MEP2 TOR yeast 102.4, Yeast superoxide 115.6 and RPL19A TOR yeast 101.9.
Cc1cc(C(=O)Nc2cc(C)on2)on1 was read as AGP1 TOR yeast 106.5, CIT2-GFP yeast 120.6, LAP4 TOR yeast 106.4, AHR act -0.9, Efflux pump inh -0.1, MEP2 TOR yeast 108.3, Yeast superoxide 94.2 and RPL19A TOR yeast 100.8.
Screening CC(=O)N1CCN(c2ccc(NC(=O)c3cc4ccccc4o3)cc2)CC1 returned AGP1 TOR yeast 98.9, CIT2-GFP yeast 106.7, LAP4 TOR yeast 87.1, AHR act -7.2, Efflux pump inh 0.0, MEP2 TOR yeast 100.5, Yeast superoxide 93.9 and RPL19A TOR yeast 102.1.
Screening Cc1ccc(C(=O)NCC(=O)OCc2nnc(-c3ccccc3)o2)cc1 returned AGP1 TOR yeast 98.0, CIT2-GFP yeast 93.2, LAP4 TOR yeast 105.1, AHR act 1.7, Efflux pump inh 0.1, MEP2 TOR yeast 101.6, Yeast superoxide 107.7 and RPL19A TOR yeast 99.6.
CCCC12CN(C(=O)c3ccc(OC)cc3)CC(C)(CN(C(=O)c3ccc(OC)cc3)C1)C2=O was read as CIT2-GFP yeast 96.4, LAP4 TOR yeast 103.1, AHR act 0.9, Efflux pump inh -0.2, MEP2 TOR yeast 99.0, Yeast superoxide 97.0 and RPL19A TOR yeast 91.7.
